G9a block: qHTS Assay for Inhibitors of Histone Lysine Methyltransferase G9a; Histone-lysine N-methyltransferase EHMT2 (Homo sapiens), Q96KQ7; G9a H3K9 monomethylation, AlphaScreen, 2 h; Potency, µM (doses to about 102 µM), for inactives: at the top dose activity, negative = inhibition, most hits filed as inhibitors; 350,000 compounds, 8.8% hits; also: % is scaled to controls: 0 for no effect and ±100 for the full control effect; nearly all actives have a fitted effect of over 75% in size
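Methyltransferase reactions run at room temperature for 2 h (20 nM enzyme, 500 nM biotin-H3K9 peptide, 20 uM SAM) after a 15 min compound preincubation; product detected by AlphaScreen beads and anti-H3K9me1 antibody.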
BLM helicase inh: qHTS Assay for Inhibitors of Bloom's syndrome helicase (BLM) | AID 2528, 2010 | Potency, µM (titrated, usually from 56.1 µM), for the others: at the highest dose activity change, negative = inhibition, usual class: inhibitors | recombinant BLM DNA unwinding, fluorescence dequenching | 350,000 compounds, 0.2% hits;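 also: plate controls were vehicle for no effect and no enzyme for full effect; nearly all actives have a fitted effect of over 35% in size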
Pol beta inh: qHTS Assay for Inhibitors of DNA Polymerase Beta | P06746 | Pol beta primer extension/strand displacement, fluorescence kinetic | Potency, µM (titrated, usually from 114 µM), without a hit: at the highest dose activity change, negative = inhibition, most hits filed as inhibitors | 340,000 compounds, 1.3% hits; also: % is scaled to controls: 0 for no effect and ±100 for the full control effect
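Values derive from four-parameter Hill fits of normalized kinetic data: reads at 0 and 10 min following addition of 50 nM substrate to 10 nM Pol beta preincubated 15 min with compound.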
BAZ2B inh: qHTS Assay for Inhibitors of BAZ2B; Bromodomain adjacent to zinc finger domain protein 2B (Homo sapiens), Q9UIF8; AlphaScreen BAZ2B-H3K14Ac peptide displacement; Potency, µM (series often up to 114 µM), without a hit: at the top dose activity change, negative = inhibition, usual class: inhibitors; 360,000 compounds, 4.4% hits; AID 504333, 2011; also: % is scaled to controls: 0 for no effect and ±100 for the full control effect; nearly all actives have a fitted effect of over 60% in size
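Inhibition is scored as reduced AlphaScreen emission. The BAZ2B/b-H3(5-23)K14Ac complex (50 nM each) in PBS pH 7.4, 0.01% Tween-20 meets compound (up to 110 uM) for 30 min at RT before bead addition.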
Pol iota inh: qHTS for Inhibitors of Polymerase Iota | Potency, µM (doses to about 115 µM), for inactives: at the highest dose activity, negative = inhibition, usual class: inhibitors | 390,000 compounds, 1% hits | Pol iota fluorescent replication assay, 10 min
Target sequence (Q9UNA4 whole entry, looked up): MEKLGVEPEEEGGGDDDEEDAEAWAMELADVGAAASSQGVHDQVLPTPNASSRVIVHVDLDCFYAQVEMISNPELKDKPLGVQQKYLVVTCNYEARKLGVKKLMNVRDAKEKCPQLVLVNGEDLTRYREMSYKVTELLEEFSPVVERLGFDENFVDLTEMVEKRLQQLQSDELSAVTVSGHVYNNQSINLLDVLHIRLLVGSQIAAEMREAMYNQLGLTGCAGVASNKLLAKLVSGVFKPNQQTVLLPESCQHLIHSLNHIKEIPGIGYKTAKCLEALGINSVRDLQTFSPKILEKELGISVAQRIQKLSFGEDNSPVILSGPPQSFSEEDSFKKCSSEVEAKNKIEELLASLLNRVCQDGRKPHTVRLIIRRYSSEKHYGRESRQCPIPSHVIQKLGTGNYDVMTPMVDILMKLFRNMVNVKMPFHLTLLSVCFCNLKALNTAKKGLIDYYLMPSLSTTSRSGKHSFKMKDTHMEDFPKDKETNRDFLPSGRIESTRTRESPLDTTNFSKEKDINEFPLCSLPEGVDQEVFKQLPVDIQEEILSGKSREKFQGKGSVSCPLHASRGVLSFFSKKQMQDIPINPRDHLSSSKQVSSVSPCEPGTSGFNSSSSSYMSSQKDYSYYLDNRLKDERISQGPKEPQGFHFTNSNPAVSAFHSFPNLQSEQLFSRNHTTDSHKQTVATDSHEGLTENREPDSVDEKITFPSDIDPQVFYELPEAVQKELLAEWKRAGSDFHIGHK
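Fluorescent replication assay read twice, at 0 min and 10 min after adding 50 nM (final) substrate. Enzyme (10 nM) and compounds were first incubated 15 min at room temperature; enzyme-free buffer wells were negative controls.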
APE1 inh: qHTS Assay for Inhibitors of the Human Apurinic/apyrimidinic Endonuclease 1 (APE1) | 350,000 compounds, 0.35% hits | Potency, µM (highest dose often 65.8 µM), for inactives: at the top dose activity change, negative = inhibition, actives largely listed as inhibitors | recombinant APE1, TAMRA/BHQ-2 abasic DNA cleavage fluorescence | AID 2517, 2012 | DNA repair nuclease/redox regulator APEX1 (Homo sapiens), P27695;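 also: plate controls were vehicle for no effect and reference inhibitor for full effect; nearly all actives have a fitted effect of over 55% in size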
Target sequence (P27695 whole entry, looked up): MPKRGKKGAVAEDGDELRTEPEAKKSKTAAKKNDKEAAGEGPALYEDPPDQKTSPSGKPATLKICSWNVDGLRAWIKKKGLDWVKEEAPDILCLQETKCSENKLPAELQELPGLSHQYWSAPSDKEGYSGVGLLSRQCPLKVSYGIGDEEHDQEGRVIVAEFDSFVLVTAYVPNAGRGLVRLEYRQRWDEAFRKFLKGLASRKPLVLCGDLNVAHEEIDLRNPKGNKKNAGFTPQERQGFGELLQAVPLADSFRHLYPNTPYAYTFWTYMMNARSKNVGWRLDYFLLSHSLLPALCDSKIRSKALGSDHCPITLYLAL
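Compound pre-exposure to 0.75 nM APE1, 15 min at ambient temperature. Reaction initiated with 50 nM TAMRA/BHQ-2 THF substrate, read immediately in kinetic mode, 525 nm excitation, 598 nm emission.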
POLK inh: qHTS for Inhibitors of Polymerase Kappa; 400,000 compounds, 0.53% hits; Potency, µM (highest dose often 107 µM), for inactives: at the top dose activity, negative = inhibition, usual class: inhibitors; purified Pol kappa, fluorescent DNA synthesis assay, 10 min; DNA polymerase kappa (Homo sapiens), Q9UBT6; AID 588579, 2011; also: % is scaled to controls: 0 for no effect and ±100 for the full control effect
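Fluorescent qHTS in 1536-well format: enzyme (10 nM) and compound sat 15 min at room temperature before 50 nM substrate (final) was added. Signal taken at 0 and 10 min; no-enzyme buffer wells were negative controls.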
Anesthetic bind: qHTS Assay for Identification of Novel General Anesthetics; Ferritin light chain (Equus caballus), P02791; apoferritin/1-aminoanthracene competitive binding, fluorescence; Potency, µM (titrated, usually from 77.5 µM), for the others: at the top dose activity change, negative = displacement, usual class: inhibitors; 350,000 compounds, 0.074% hits; AID 485281, 2010; also: % is scaled to controls: 0 for no effect and ±100 for the full control effect; nearly all actives have a fitted effect of over 20% in size
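In PBS, apoferritin at 10 uM is loaded with 1-AMA from a 50% saturated solution. After 10 min of compound exposure at ambient temperature, reduced 535 nm fluorescence indicates probe displacement.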
POLH inh: qHTS for Inhibitors of Polymerase Eta; Potency, µM (titrated, usually from 114 µM), inactives show at the highest dose activity change, negative = inhibition, usual class: inhibitors; 390,000 compounds, 1.2% hits; recombinant Pol eta, fluorescent DNA replication assay; also: % is scaled to controls: 0 for no effect and ±100 for the full control effect
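Fluorescent replication assay: 50 nM final substrate added after a 15 min room-temperature compound preincubation with 10 nM enzyme. Signal taken at 0 min and again at 10 min.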
* = called active by the depositor; ? = inconclusive; . = not tested or not shown; & = joins results of further samples; [ ] = another dose, or the depositor's remark. Calls follow the shape of the dose curve; as a rule, active = well fitted curve in the direction sought with a large enough effect; inconclusive = small, poorly fitted or top-dose-only effect, or another doubt; inactive = no such curve, though single readings can be large; an effect the other way counts as inactive or inconclusive. Potency is read from the fitted curve at half-maximal effect.

SMILES | G9a block | BLM helicase inh | Pol beta inh | BAZ2B inh | Pol iota inh | APE1 inh | POLK inh | Anesthetic bind | POLH inh
C=CCc1cccc(C2Nc3ccccc3C(=O)N2O)c1O (configuration not stated) | 44%[12.7 µM] | 0% | 21% | ? | -8% | -5% | -15% | -19% | -18%
CSc1cccc(NC(=O)CN(C)S(=O)(=O)c2cnc[nH]2)c1 | 21% | -2% | 11% | -18% | 4% | 25% | 3% | -1% | 7%
O=C(CSc1ccc(-c2ccc(F)cc2)nn1)NCc1ccco1 | -7%[59 µM] | 1% | 8% | -4% | -1% | 1% | 5% | -11% | -11%
Cc1nn(-c2ccccc2)c(C)c1C=O | 41%[59 µM] | -6% | -29% | 1% | 15% | -1% | 6% | 1% | -4%
Cc1cc(C)cc(N(C(=O)Cn2nnc(-c3ccccc3)n2)C(C(=O)NC2CCCCC2)c2ccccn2)c1 (configuration not stated) | 1%[59 µM] | -2% | 0% | -7% | 13% | 20% | 2% | -8% | -23%
Cc1ccc(OCC(=O)c2ccc3c(c2)CCCC3)cc1C | 38%[59 µM] | -4% | 10% | 94%[activator] | 10% | -5% | -14% | ? | -14%
CSc1nc2c(c(C(F)(F)F)n1)CC(C)CC2 (configuration not stated) | 36% | -1% | 6% | -9% | -2% | -2% | -8% | -10% | -22%
COc1ccc(C(CNC(=O)c2cc3c(s2)CCCC3)N2CCOCC2)cc1 (configuration not stated) | 31% | -12% | 28% | -35% | 64%[activator] | 22% | -2% | ? | -13%
COc1ccccc1C1NC(=O)c2n[nH]c(-c3cccs3)c21 (configuration not stated) | 5%[59 µM] | 2% | -5% | . | -1% | . | -3% | -5% | -2%
O=C(NCc1ccncc1)c1ccc(NS(=O)(=O)c2ccc(F)cc2)cc1 | 33%[12.7 µM] | . | . | -16% | -18% | 56%[activator] | -4% | . | 5%
CCOC(=O)c1c(NC(=O)CN2CCCCC2)sc2c1CCCC2O (configuration not stated) | ? | -3% | -6% | ? | 18% | -4% | 3% | ? | -23%
COc1cc2c(cc1OC)C(C)N(C(=O)Nc1ccccc1)CC2 (configuration not stated) | 19% | -2% | ? | -1% | 188%[activator] | -6% | -8% | -10% | -10%
O=C(OCc1nnc(-c2ccc(Br)cc2)o1)c1cncc(Br)c1 | 11% | -7% | 8% | 8% | 17% | 8% | 2% | -11% | 0%
CCOC(=O)CC1C(=O)NCCN1C(=O)c1sc2ccccc2c1Cl (configuration not stated) | 3% | -4% | 3% | -4% | 22% | 4% | -3% | -8% | -14%
CC[N+](CC)(CC)CCCCOc1ccc2c(c1)C(=O)c1cc(OCCCC[N+](CC)(CC)CC)ccc1-2 | ? | ? | -102% | -33% | ? | ? | -27% | -16% | ?
CCC(c1nnc(SCC(=O)NNC(=O)c2ccccc2)n1Cc1ccccc1)N(C)C (configuration not stated) | ? | . | . | -2% | 16% | 18% | -6% | . | -6%
O=S(=O)(c1cccc(Cl)c1)N1CCCC1 | -5%[12.7 µM] | 0% | -1% | 1% | 6% | 3% | -8% | -16% | 7%
CC(=O)Nc1ccc(S(=O)(=O)N2CCNC(=O)C2)cc1 | . | . | . | . | 91%[activator] | -8% | -16% | . | -12%
CCC(=O)Oc1ccc(NC(=O)c2ccco2)cc1 | . | -1% | 49% | 4% | -9% | -1% | -8% | -11% | -7%
CCOc1ccccc1NC(=O)NCc1ccco1 | . | -6% | 32% | -18% | -9% | -1% | -7% | 2% | -6%

Single records (already shown):
CC(=O)Nc1ccc(S(=O)(=O)N2CCNC(=O)C2)cc1 in the list: G9a block: .; BLM helicase inh: .; Pol beta inh: .; BAZ2B inh: .; Pol iota inh: 91%[activator]; APE1 inh: -8%; POLK inh: -16%; Anesthetic bind: .; POLH inh: -12%
CCC(=O)Oc1ccc(NC(=O)c2ccco2)cc1 in the list: G9a block: .; BLM helicase inh: -1%; Pol beta inh: 49%; BAZ2B inh: 4%; Pol iota inh: -9%; APE1 inh: -1%; POLK inh: -8%; Anesthetic bind: -11%; POLH inh: -7%
Cc1cc(C)cc(N(C(=O)Cn2nnc(-c3ccccc3)n2)C(C(=O)NC2CCCCC2)c2ccccn2)c1 (configuration not stated) in the list: G9a block: 1%[59 µM]; BLM helicase inh: -2%; Pol beta inh: 0%; BAZ2B inh: -7%; Pol iota inh: 13%; APE1 inh: 20%; POLK inh: 2%; Anesthetic bind: -8%; POLH inh: -23%

The listing continues:
SMILES | G9a block | BLM helicase inh | Pol beta inh | BAZ2B inh | Pol iota inh | APE1 inh | POLK inh | Anesthetic bind | POLH inh
O=C(N/N=C1\CCS(=O)(=O)c2ccc(F)cc21)c1ccc([N+](=O)[O-])cc1 | 14%[59 µM] | -9% | 32% | -36% | 63%[activator] | ? | 8% | 4% | -17%
CCCCc1cc(=O)oc2c(C)c(OCc3nn[nH]n3)ccc12 | 50µM* | 1% | -27% | -17% | 34%[activator] | 1% | -11% | 5% | -18%
CCOC(=O)c1ccc(NC(=O)C(=O)NCCc2ccc(OC)cc2)cc1 | 5%[59 µM] | 0%&-2% | 46%&-3% | 9%&5% | 2%&24% | 16% | -5%&1% | -3%&-11% | -10%&-10%
CC(C)c1nc(Cl)c(C#N)c2c1CCC2 | . | 1% | 2% | 2% | 180%[activator] | 1% | -4% | 0% | -6%
CCc1c(C)c(C#N)c2nc3ccccc3n2c1Cl | 28%[59 µM] | -6% | 10% | -1% | . | 5% | . | -4% | .
CCOc1ccccc1C1CC(=O)Nc2cc(C)c(C)cc21 (configuration not stated) | -8%[0.501 µM] | -4% | 5% | -4% | 21% | 17% | -11% | -11% | -7%
CC[C@H](C)[C@H](NC(=O)CNC(=O)[C@H](CC(C)C)NC(=O)[C@H](CC(C)C)NC(=O)[C@H](CCC(N)=O)NC(=O)[C@H](CCC(N)=O)NC(=O)[C@H](CC(=O)O)NC(=O)[C@H](CCCCN)NC(=O)[C@H](CC(C)C)NC(=O)[C@H](Cc1ccc(O)cc1)NC(=O)[C@H](CCCNC(=N)N)NC(=O)[C@H](CCC(=O)O)NC(=O)[C@@H](NC(=O)[C@H](C)NC(=O)[C@H](CC(C)C)NC(=O)[C@@H](NC(=O)[C@@H](N)CCCNC(=N)N)[C@@H](C)CC)C(C)C)C(=O)N[C@@H](Cc1c[nH]c2ccccc12)C(=O)NCC(=O)N[C@@H](CS)C(=O)N[C@@H](CO)C(=O)O | . | -2% | . | . | . | 6% | 16%[60.1 µM] | -13% | .
CCOC(=O)C(Sc1ncc(C#N)c(N)n1)C(C)C (configuration not stated) | 40µM* | -1% | 11% | -29% | ? | 4% | -4% | -18% | -10%
Cc1nc2c3cccnc3nn2c(C)c1CCC(=O)NCc1ccccc1Cl | 7%[59 µM] | -7% | -1% | -12% | ? | . | -41% | 59%[activator] | 12%
COc1ccc(C(=O)NC2CCN(CC(=O)NCc3ccccc3F)CC2)cc1 | 27%[59 µM] | 0% | 2% | -1% | -4% | -1%[12.4 µM] | -2% | -5% | -9%
COc1cccc(Nc2nc3ccc(C(=O)c4ccccc4)cc3n3cnnc23)c1 | 7% | -2% | -2% | -13% | ? | -6% | 0% | -10% | 2%
CC(C)n1ncc2c(C(=O)N3CCN(c4ccc(F)cc4)CC3)cc(-c3ccccc3)nc21 | -14%[59 µM] | . | . | -34% | -1% | 4% | -15% | . | -16%
Cc1csc(SCC(=O)Nc2nncs2)n1 | 4% | -3% | 50% | 0% | 6% | -10% | -10% | -12% | 2%
Nc1ccc2nc(-c3cccc(-c4nc5ccc(N)cc5[nH]4)c3)[nH]c2c1 | 22µM* | ? | ? | ? | ? | -7% | 35µM* | 0% | ?
O=C(CCN1C(=O)C2CC=C(Cl)CC2C1=O)Nc1ccccc1O (configuration not stated) | -3%[12.7 µM] | -2% | -25% | -2% | -1% | -9% | -5% | 3% | 0%
O=c1[nH]n2c(=O)c3c([nH]c2c1N=Nc1cccc(Cl)c1)CCC3 | ? | 16µM* | 8.9µM* | 35µM* | 20µM* | 1% | 89µM* | -13% | 20µM*
CN(Cc1ccccc1)S(=O)(=O)c1ccc(OCC(=O)NCc2ccccn2)cc1 | 15% | -6% | 29% | 1% | 1% | 24% | -6% | 4% | -17%
O=C(NC1CCCCC1)C(c1cccnc1)N(C(=O)c1ccc(Cl)nc1)C1CCCCC1 (configuration not stated) | 32%[59 µM] | -9% | 7% | -38% | 139%[activator] | 18% | -5% | -8% | -3%
CC(=O)N1c2ccc(S(=O)(=O)N3CCC(C(=O)N4CCN(c5ccccc5F)CC4)CC3)cc2CC1C (configuration not stated) | . | -3% | 8% | -11% | 0% | -12% | -22% | 3% | 14%
Cc1ccc(S(=O)(=O)CCC(=O)OCC(=O)c2ccc(C)c(C)c2)cc1 | 23%[59 µM] | -4% | 2% | -1% | 31%[activator] | -1% | 6% | -23% | -11%
CC(C)CN1C(=O)c2ccc(C(=O)Nc3ccc(O)cc3C(=O)O)cc2C1=O | ? | -3% | 16% | ? | 112%[activator] | 5% | -6% | -5% | -8%
CC1CCCCN1Cc1ccc(-c2nn[nH]n2)cc1 (configuration not stated) | -48% | 0% | -1% | -2% | 11% | 0% | -5% | -4% | -10%
COc1ccc(C(=O)NNC(=O)C2CCN(S(=O)(=O)c3ccc(C)cc3)CC2)cc1 | 3% | 1% | 19% | -1% | 27% | 2% | 5% | -2% | 4%
COc1cccc(/C=C/C(=O)NNC(=O)c2cc(C)oc2C)c1 | -28% | . | . | -34% | 26% | 3% | -2% | . | -8%
Cc1nc2ccc(Br)cc2c(-c2ccccc2)c1C(=O)O | 12% | -4% | 8% | -6% | 29% | -19% | -17% | -9% | -8%

The list is partial; rates above refer to the full screens.
